GSK3A inh: inhibitors of human GSK-3 alpha kinase | hit rate 0.1% among 320,000 | AID 2650 | ADP-Glo luminescence, 60 min | inhibition, % at 10 µM | P49840;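 in the data active = inhibition above about 50%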;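 note: GST-tagged GSK-3 alpha with peptide substrate and 25 µM ATP; 0% = DMSO neutral wells and 100% = GW8510 positive control wells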
KCNQ1 pot: human KCNQ1 channel potentiation or activation; P51787; CHO-K1 KCNQ1, thallium flux FluxOR fluorescence; hits give high values; B-score at 10 µM; hit rate 0.35% among 310,000; AID 2648;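 active = fluorescence ratio B-score, a plate-corrected score, at least three library SD, with initial intensity B-score within 5 SD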
Target sequence (P51787 whole entry, looked up): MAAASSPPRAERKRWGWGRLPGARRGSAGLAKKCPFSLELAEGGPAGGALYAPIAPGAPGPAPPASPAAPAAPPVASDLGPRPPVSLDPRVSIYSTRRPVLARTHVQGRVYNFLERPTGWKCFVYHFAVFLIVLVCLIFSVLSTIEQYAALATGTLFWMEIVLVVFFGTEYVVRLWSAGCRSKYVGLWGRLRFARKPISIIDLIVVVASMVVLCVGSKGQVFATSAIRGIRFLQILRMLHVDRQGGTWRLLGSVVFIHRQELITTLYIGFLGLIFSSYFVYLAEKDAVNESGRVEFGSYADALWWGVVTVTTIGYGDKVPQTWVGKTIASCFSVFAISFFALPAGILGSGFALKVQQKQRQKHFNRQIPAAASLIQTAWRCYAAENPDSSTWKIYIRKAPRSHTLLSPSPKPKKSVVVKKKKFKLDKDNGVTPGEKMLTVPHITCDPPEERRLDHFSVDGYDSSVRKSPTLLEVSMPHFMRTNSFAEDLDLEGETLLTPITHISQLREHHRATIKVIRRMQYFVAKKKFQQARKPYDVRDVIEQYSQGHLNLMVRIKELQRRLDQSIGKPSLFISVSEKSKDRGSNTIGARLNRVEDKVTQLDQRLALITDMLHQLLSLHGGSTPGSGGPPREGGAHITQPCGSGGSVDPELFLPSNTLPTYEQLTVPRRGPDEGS
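System: CHO-K1 cells stably expressing KCNQ1 / Medium: assay buffer for compound exposure, DMSO matched across wells / Reagent: thallium- and potassium-containing depolarizing buffer / Compound: one concentration, matched DMSO / Incubation: 20 min compound pretreatment at room temperature / Measured by: kinetic FluxOR fluorescence, 10 s baseline plus 110 s post-stimulus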
RGS4 inh: inhibitors of human RGS4 | B-score at 10 µM | hit rate 0.45% among 310,000 | HEK293 M3R/RGS4 inducible, Fluo-4 calcium flux; hits give high values; triggered by carbachol at its EC20 | AID 463165 | P49798;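 active = B-score, a plate-corrected calcium signal, over three deviations above library mean, with baseline fluorescence within five deviations of library mean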;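 note: RGS4 expression induced by doxycycline in cells with stable M3 receptor; B-score is computed from the integrated fluorescence ratio over baseline after carbachol; higher B-score means a larger calcium signal and so more RGS4 inhibition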
GSK3beta inhib: human GSK3beta kinase inhibition | P49841 | GST-GSK3beta kinase, ADP-Glo luminescence, 60 min; hits give low values | activity score (negative = inhibition), % at 10 µM | hit rate 0.038% among 300,000;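 active = more than half of replicate wells score below -50%, meaning over 50% inhibition versus plate controls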;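 note: 0% = median DMSO wells and -100% = median GW8510 positive control wells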
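Test system: GST-fused GSK3beta enzyme, cell-free | Quantity: 1.6 ng GST-GSK3beta enzyme per well | Reagent: 25 µM ATP with peptide substrate | Schedule: 60 min enzyme reaction, room temperature | Signal: Luminescent ADP-Glo measurement of ADP formed | Read-out basis: Score relative to plate controls | Control set: DMSO and 20 µM GW8510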
Dyrk1A ADPGlo: blocks rat Dyrk1A kinase activity. inhibition, % at 12.5 µM. AID 504441. hit rate 0.43% among 310,000. ADP-Glo luminescence, NFATc1 peptide. Q63470; in the data active = inhibition above about 50%;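 note: plate controls were vehicle with enzyme for no effect and no enzyme for full effect; many of its hits are not listed in these tables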
KCNK9 block: blocks the human KCNK9 two-pore domain potassium channel | HEK293 KCNK9, FluxOR thallium flux fluorescence; hits give low values | AID 488922 | hit rate 1.2% among 310,000 | B-score at 10 µM;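 active = ratio B-score over 3 SD below the library mean, with starting fluorescence within 5 SD of its mean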;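 note: negative B-score means less thallium flux so channel inhibition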
Target sequence (Q9NPC2 whole entry, looked up, the tested form may be a part): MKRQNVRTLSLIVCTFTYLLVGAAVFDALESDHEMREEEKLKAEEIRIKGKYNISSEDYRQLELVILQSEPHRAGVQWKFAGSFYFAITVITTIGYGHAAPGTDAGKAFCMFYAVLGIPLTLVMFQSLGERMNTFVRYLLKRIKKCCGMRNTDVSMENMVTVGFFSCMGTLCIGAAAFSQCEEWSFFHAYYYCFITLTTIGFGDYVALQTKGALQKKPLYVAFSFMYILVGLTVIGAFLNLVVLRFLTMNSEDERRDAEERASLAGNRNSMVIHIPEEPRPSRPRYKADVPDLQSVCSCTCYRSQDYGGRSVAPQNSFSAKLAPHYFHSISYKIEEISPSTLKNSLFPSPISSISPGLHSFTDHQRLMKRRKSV
hERG rescue: shields human hERG channel from block by proarrhythmic agents | Q12809 | CHO-hERG, FluxOR thallium flux, dofetilide IC70 present | activation (rescue from dofetilide block), less the hit threshold, % at 10 µM | hit rate 0.51% among 310,000 | AID 1511;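 active = activation above the mean of controls blocked by dofetilide plus 5 SD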;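 note: thallium influx through hERG after potassium depolarization seen as dye fluorescence rise; in these data hits start at about 4.7%; inactives centre near -7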
KCNQ1 block: inhibitors of human KCNQ1 potassium channel; B-score at 10 µM; AID 2642; hit rate 1.3% among 310,000; CHO-K1 KCNQ1, FluxOR thallium flux fluorescence; hits give high values; P51787;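 active = compounds whose thallium flux B-score, printed positive for inhibition, exceeds three library SD while starting fluorescence stays within three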;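 note: channel opened by potassium depolarization with thallium stimulus after 20 min compound exposure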
RGS4 pot: potentiators or activators of RGS4. HEK293 M3R/inducible RGS4, carbachol calcium flux Fluo4; hits give low values. B-score at 10 µM. hit rate 0.92% among 310,000;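 active = B-score of the integrated calcium signal more than 4 SD below the library mean, with starting fluorescence not abnormally high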;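 note: negative B-score means reduced calcium response which marks RGS4 activation or potentiation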
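Detection: kinetic calcium fluorescence imaging with Fluo4-AM dye, 2 µM / Material: HEK293 cells with stable M3R and inducible RGS4 / Schedule: recording 10 s baseline at 1 Hz, 100 s post-agonist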
PolyA inh: blocks polyadenylation in yeast reporter cells; S. cerevisiae SKY197-pL101 polyadenylation reporter, beta-gal luminescence; efflux-impaired pdr1/pdr3 knockout yeast; score 100 = 6 SD above DMSO; calls only at 12 µM; hit rate 0.02% among 300,000;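 active = lowest replicate activity score at least 50, where 100 means six control SD above control mean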;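 note: yeast exposed to compound for 9 h at 30 °C; higher score means more reporter readthrough which indicates perturbed polyadenylation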
KCNK3 block: human KCNK3 channel inhibition, primary screen | B-score at 10 µM | CHO-KCNK3 thallium flux, FluxOR fluorescence; hits give low values | hit rate 0.84% among 340,000 | O14649 | AID 602410;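 active = B-score under library mean minus 4 SD, starting fluorescence ratio at most library mean plus 5 SD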;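 note: more negative B-score means stronger inhibition of thallium flux through KCNK3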
An asterisk follows results filed as active; i = inactive; . = not tested or not shown. Only part of the results is shown (hit frequency here may not be typical).

Each structure is followed by: GSK3A inh | KCNQ1 pot | RGS4 inh | GSK3beta inhib | Dyrk1A ADPGlo | KCNK9 block | hERG rescue | KCNQ1 block | RGS4 pot | PolyA inh | KCNK3 block
- COc1cc(S(=O)(=O)n2nc(C)cc2C)c(OC)cc1Cl
    0 | i | i | -1 | 1 | i | -1 | i | i | i | i
- CCCc1ccc(-c2cc(C(=O)NCCc3ccc(S(N)(=O)=O)cc3)c3ccccc3n2)cc1
    -2 | i | i | 5 | . | i | -16 | i | i | i | i
- Cc1cc(-n2c(=S)sc3c(=O)n(-c4ccc(F)cc4)c(SCC(=O)O)nc32)ccc1Cl
    -4 | i | i | 1 | -5 | i | -5 | i | i | i | i
- CC(C)c1onc(C(=O)N2CCCCCC2)c1[N+](=O)[O-]
    1 | i | i | -3 | 4 | i | -4 | i | i | i | i
- COc1cc(OC)cc(-c2nnc(SCC(=O)N3CCCc4ccccc43)o2)c1
    2 | i | i | -3 | 6 | i | -9 | i | i | i | i
- Cc1ncc(CN2CCCC(C(=O)Nc3ccc(-c4cccc(F)c4)cc3)C2)s1 (stereo not drawn)
    . | i | i | -1 | 3 | i | -18 | i | i | i | i
- C=CCNC1=C(Cl)C(=O)N(c2ccccc2Cl)C1=O
    -1 | i | i | 2 | 9 | i | -2 | i | i | i | i
- O=C(NNC(=O)c1cc2ccccc2cc1O)c1cccs1
    -2 | i | i | 1 | 4 | i | -13 | i | i | i | i
- C=CCn1cccc(C(=O)Nc2cc(OC)c(OC)c(OC)c2)c1=O
    -2 | i | i | 3 | 1 | i | -6 | i | i | i | i
- CCC1(C)CC(CC(=O)O)(c2ccccc2OC)CCO1 (stereo not drawn)
    0 | i | i | 2 | 1 | i | 0 | i | i | i | i
- CC(NC(=S)Nc1ccccc1Cl)C(c1ccccc1)N1CCOCC1 (stereo not drawn)
    . | i | i | 0 | -2 | i | -10 | i | i | i | i
- O=c1[nH]c(-c2ccccc2)ncc1Oc1ccccc1
    -4 | i | i | 5 | . | i | -12 | i | i | i | i
- CC1CCN(C(=O)CCc2nnc3ccc(N4CCC5(CC4)OCCO5)nn23)CC1
    2 | i | i | 0 | 8 | i | 2 | i | i | i | i
- O=C(Nc1ccncc1)Nc1ccc(Br)cc1Cl
    -2 | i | i | 0 | 0 | i | -12 | i | i | i | i
- CCc1ccccc1OCC(=O)Nc1ccc(S(N)(=O)=O)cc1
    0 | i | i | 2 | 4 | i | -6 | i | i | i | i
- CCOc1ccc(-c2nc(CSc3nncs3)cs2)cc1OC
    0 | i | i | -3 | 6 | i | -20 | i | i | i | i
- Cc1cc(C)cc(OCc2nnc(SCC(=O)c3ccc(Br)cc3)o2)c1
    -3 | i | i | -5 | -4 | i | -5 | i | i | i | i
- O=C(CC(=O)c1ccccc1[N+](=O)[O-])c1ccccc1
    -1 | i | i | -4 | . | i | -3 | i | i | i | .
- CCn1c(SCc2ccccc2)nnc1-c1cccnc1
    . | i | i | 3 | 1 | i | -9 | i | i | i | i
- COc1ccc(NC(=S)N2CCCCC2c2cccnc2)cc1 (stereo not drawn)
    -2 | i | i | 2 | -6 | i | -6 | i | i | i | i
- CC(C)C(=O)Nc1ccc(N2CCCC2)cc1
    2 | i | i | -2 | 2 | i | -8 | i | i | i | i
- CCCCCSc1nnc(-c2ccccc2NC(C)=O)c(=O)[nH]1
    -3 | i | i | 0 | 0 | i | -10 | i | i | i | i
- CCC1(c2ccccc2)C(=O)N(C(=O)OC(C)(C)C)N1C(=O)OC(C)(C)C (stereo not drawn)
    -2 | i | i | 2 | 2 | i | -8 | i | i | i | i
- CC(C)(C)n1nnnc1C(c1ccccc1F)N1CCN(C2CCCC2)CC1 (stereo not drawn)
    . | i | i | 0 | 8 | i | -8 | i | i | i | i
- CCOC(=O)c1ccc2c(c1)N(Cc1ccccc1C)C(=O)c1ccccc1S2=O (stereo not drawn)
    -1 | i | i | -2 | 1 | i | -11 | i | i | i | i
- Cc1ccc(S(=O)(=O)Nc2cccnc2)cc1
    -1 | i | i | -2 | -3 | i | -13 | i | i | i | i
- Cc1ccc(C(=O)NCC(=O)NCCCc2ccccc2)s1
    -2 | i | i | . | 1 | i | -8 | i | i | i | i
- CCOc1ccc2nc(C)cc(Nc3ccc4c(c3)OCCO4)c2c1
    1 | i | i | -2 | 13 | i | -17 | i | i | i | i
- S=C(Nc1ccc(Oc2ccc(NC(=S)NC3CCCCC3)cc2)cc1)NC1CCCCC1
    -2 | i | i | 2 | -7 | i | -7 | i | i | i | i
- CCOC(=O)C1CCN(c2nc(-c3ccccc3)nc3c2oc2ccccc23)CC1
    -3 | i | i | 0 | -1 | i | -6 | i | i | i | i
- COc1ccc(CN2C(=O)c3ccccc3C2C(=O)NCC2CCCO2)c(OC)c1 (stereo not drawn)
    -2 | i | i | 2 | -7 | i | -8 | i | i | i | i
- CCCC(=O)NC(=S)Nc1cccc2c(O)cccc12
    12 | i | i | -12 | 3 | i | -4 | i | i | i | i
- O=C1NC(c2ccc(O)cc2)Nc2ccccc21 (stereo not drawn)
    5 | i | i | -2 | 34 | i | -5 | i | i | i | i
- Cc1c(C(=O)Nc2ccc3c(c2)OCCO3)sc2ncnc(N3CCCCC3C)c12 (stereo not drawn)
    0 | i | i | 1 | 5 | i | -16 | i | i | i | i
- N=c1c2c3c(sc2ncn1N)CCC3
    0 | i | i | -2 | 16 | i | -2 | i | i | i | i
- CCNC(=S)N(CCN(CC)CC)Cc1cc2cc3c(cc2[nH]c1=O)OCCO3
    4 | i | i | 1 | 7 | i | -12 | i | i | i | i
- C=CCc1ccccc1OCC(O)CN1CCOCC1 (stereo not drawn)
    -4 | i | i | -1 | 0 | i | -4 | i | i | i | i
- C=CCOc1ccc2c(CC)cc(=O)oc2c1C
    0 | i | i | -1 | 8 | i | -5 | i | i | i | i
- Cc1ccc(C2/C(=C(/O)c3cnn(-c4ccccc4)c3C)C(=O)C(=O)N2CCN2CCOCC2)o1 (stereo not drawn)
    -2 | i | i | 3 | -8 | i | -11 | i | i | i | i
- CCc1ccc(Nc2n[n+](-c3ccccc3)c(/C=C/c3ccccc3)s2)cc1
    -2 | i | i | 3 | . | i | -35 | 12* | i | i | .
- Cc1cc(S(=O)(=O)NCC(c2ccc3c(c2)OCO3)N2CCOCC2)ccc1F (stereo not drawn)
    -4 | i | i | 0 | -2 | i | -13 | i | i | i | i
- C/C(=N\NC(=O)Cn1ccc(C(F)(F)F)n1)c1ccc2c(c1)OCO2
    -2 | i | i | 1 | -5 | i | -4 | i | i | i | i
- CC(=O)NC(CC(=O)NC1CCCc2ccccc21)c1ccccc1 (stereo not drawn)
    -1 | i | i | -1 | 3 | i | -3 | i | i | i | i
- CCC(=O)N1CCN(c2ccc(NC(=O)c3ccc(N4CCOCC4)c([N+](=O)[O-])c3)cc2)CC1
    2 | i | i | 2 | -1 | i | -6 | i | i | i | i
- COc1cc(C2/C(=C(\O)c3ccc4c(c3)OCCO4)C(=O)C(=O)N2Cc2ccco2)cc(OC)c1OC (stereo not drawn)
    . | i | i | 4 | 3 | i | -9 | i | i | . | i
- Cc1ccc(O)c(NC(=O)CCCC(=O)O)c1
    0 | i | i | -2 | -3 | i | 1 | i | i | i | i
- COc1ccc(S(=O)(=O)Nc2ccc(F)c(F)c2)cc1C(=O)N1CCOCC1
    7 | i | i | -1 | 0 | i | -4 | i | i | i | i
- CC(NC(=O)CN(C)CC(=O)Nc1ccc(F)c(F)c1F)c1ccccc1 (stereo not drawn)
    -1 | i | i | 1 | 3 | i | -11 | i | i | i | i

Among those listed so far, these have a halogen:
Each structure is followed by: GSK3A inh | KCNQ1 pot | RGS4 inh | GSK3beta inhib | Dyrk1A ADPGlo | KCNK9 block | hERG rescue | KCNQ1 block | RGS4 pot | PolyA inh | KCNK3 block
- COc1cc(S(=O)(=O)n2nc(C)cc2C)c(OC)cc1Cl
    0 | i | i | -1 | 1 | i | -1 | i | i | i | i
- Cc1cc(-n2c(=S)sc3c(=O)n(-c4ccc(F)cc4)c(SCC(=O)O)nc32)ccc1Cl
    -4 | i | i | 1 | -5 | i | -5 | i | i | i | i
- Cc1ncc(CN2CCCC(C(=O)Nc3ccc(-c4cccc(F)c4)cc3)C2)s1 (stereo not drawn)
    . | i | i | -1 | 3 | i | -18 | i | i | i | i
- C=CCNC1=C(Cl)C(=O)N(c2ccccc2Cl)C1=O
    -1 | i | i | 2 | 9 | i | -2 | i | i | i | i
- CC(NC(=S)Nc1ccccc1Cl)C(c1ccccc1)N1CCOCC1 (stereo not drawn)
    . | i | i | 0 | -2 | i | -10 | i | i | i | i
- O=C(Nc1ccncc1)Nc1ccc(Br)cc1Cl
    -2 | i | i | 0 | 0 | i | -12 | i | i | i | i
- Cc1cc(C)cc(OCc2nnc(SCC(=O)c3ccc(Br)cc3)o2)c1
    -3 | i | i | -5 | -4 | i | -5 | i | i | i | i
- CC(C)(C)n1nnnc1C(c1ccccc1F)N1CCN(C2CCCC2)CC1 (stereo not drawn)
    . | i | i | 0 | 8 | i | -8 | i | i | i | i
- Cc1cc(S(=O)(=O)NCC(c2ccc3c(c2)OCO3)N2CCOCC2)ccc1F (stereo not drawn)
    -4 | i | i | 0 | -2 | i | -13 | i | i | i | i
- C/C(=N\NC(=O)Cn1ccc(C(F)(F)F)n1)c1ccc2c(c1)OCO2
    -2 | i | i | 1 | -5 | i | -4 | i | i | i | i
- COc1ccc(S(=O)(=O)Nc2ccc(F)c(F)c2)cc1C(=O)N1CCOCC1
    7 | i | i | -1 | 0 | i | -4 | i | i | i | i
- CC(NC(=O)CN(C)CC(=O)Nc1ccc(F)c(F)c1F)c1ccccc1 (stereo not drawn)
    -1 | i | i | 1 | 3 | i | -11 | i | i | i | i

3 compounds out of the list, sorted by molar mass, smallest number first:
Each structure is followed by: GSK3A inh | KCNQ1 pot | RGS4 inh | GSK3beta inhib | Dyrk1A ADPGlo | KCNK9 block | hERG rescue | KCNQ1 block | RGS4 pot | PolyA inh | KCNK3 block
- Cc1ccc(S(=O)(=O)Nc2cccnc2)cc1
    -1 | i | i | -2 | -3 | i | -13 | i | i | i | i
- O=C(CC(=O)c1ccccc1[N+](=O)[O-])c1ccccc1
    -1 | i | i | -4 | . | i | -3 | i | i | i | .
- CCc1ccccc1OCC(=O)Nc1ccc(S(N)(=O)=O)cc1
    0 | i | i | 2 | 4 | i | -6 | i | i | i | i
